KDM4E inh = JMJD2E (human) inhibition. B2RXH2. JMJD2E catalytic domain, FDH-coupled NADH fluorescence (FDH is formaldehyde dehydrogenase). Potency, µM (series often up to 57.1 µM), without a hit: at the top dose activity change, negative = inhibition, hits mostly inhibitors. 230,000 tested, 1.6% active; active means well fitted inhibition curve with a large enough effect, not every such curve was filed as active; inconclusive means small, poorly fitted or top-dose-only effect, or another doubt; inactive means no such curve, though single readings can be large or run the other way;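 further: 0% = wells with enzyme and -100% = buffer wells without enzyme; nearly all actives have a fitted effect of over 50% in size; many of its hits are not listed in these tables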
Target sequence (B2RXH2 1-337 limits assumed): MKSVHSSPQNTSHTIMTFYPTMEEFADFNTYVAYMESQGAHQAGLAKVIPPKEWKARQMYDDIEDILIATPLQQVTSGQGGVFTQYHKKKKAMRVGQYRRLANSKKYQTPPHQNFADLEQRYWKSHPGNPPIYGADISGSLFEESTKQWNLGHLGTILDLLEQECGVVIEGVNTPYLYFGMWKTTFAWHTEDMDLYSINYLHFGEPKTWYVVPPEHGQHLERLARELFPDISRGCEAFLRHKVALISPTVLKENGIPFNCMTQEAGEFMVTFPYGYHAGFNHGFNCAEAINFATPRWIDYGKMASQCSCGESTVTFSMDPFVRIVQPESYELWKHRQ
HttQ103 aggreg = mutant huntingtin aggregation inhibition; PC12 HttQ103-GFP aggregates, Acumen cytometry, 40 h; Potency, µM (doses to about 46.1 µM), without a hit: at the top dose activity change, negative = inhibition, actives largely listed as inhibitors; 220,000 tested, 1.1% active; AID 1688; further: on the % scale 0 is the no-effect control and ±100 the full control effect; nearly all actives have a fitted effect of over 60% in size
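Quantitative HTS on tebufenozide-induced (100 nM) PC12 cells stably expressing polyQ103 Huntingtin exon 1–GFP. Reduction of bright GFP aggregates, detected by laser scanning cytometry after lysis, identified actives across the titration.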
Tau fluor counter = counter-screen for tau fibril formation inhibitors; tau K18 P301L Alexa594 fluorescence, heparin fibrillization; 280,000 tested, 0.93% active; Potency, µM (doses to about 57.7 µM), inactives show at the highest dose activity change, negative = decrease; further: on the % scale 0 is the no-effect control and ±100 the full control effect; nearly all actives have a fitted effect of over 55% in size
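Human K18 P301L tau (15 uM unlabeled plus 0.24 uM Alexa 594-labeled, final) in 100 mM sodium acetate pH 7 was mixed with compound and 20 uM heparin and incubated 6 hr at 37 C.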
ALDH1A1 inh = ALDH1A1 (human) enzyme inhibition | P00352 | AID 1030 | Purified ALDH1A1, NADH fluorescence, propionaldehyde substrate | 220,000 tested, 7.3% active | Potency, µM (highest dose often 75.3 µM), inactives show at the highest dose activity, negative = inhibition, most hits filed as inhibitors; active means well fitted inhibition curve with a large enough effect, not every such curve was filed as active; inconclusive means small, poorly fitted or top-dose-only effect, or another doubt; inactive means no such curve, though single readings can be large or run the other way;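 further: plate controls were no enzyme wells and a reference inhibitor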
Target sequence (P00352 whole entry, looked up): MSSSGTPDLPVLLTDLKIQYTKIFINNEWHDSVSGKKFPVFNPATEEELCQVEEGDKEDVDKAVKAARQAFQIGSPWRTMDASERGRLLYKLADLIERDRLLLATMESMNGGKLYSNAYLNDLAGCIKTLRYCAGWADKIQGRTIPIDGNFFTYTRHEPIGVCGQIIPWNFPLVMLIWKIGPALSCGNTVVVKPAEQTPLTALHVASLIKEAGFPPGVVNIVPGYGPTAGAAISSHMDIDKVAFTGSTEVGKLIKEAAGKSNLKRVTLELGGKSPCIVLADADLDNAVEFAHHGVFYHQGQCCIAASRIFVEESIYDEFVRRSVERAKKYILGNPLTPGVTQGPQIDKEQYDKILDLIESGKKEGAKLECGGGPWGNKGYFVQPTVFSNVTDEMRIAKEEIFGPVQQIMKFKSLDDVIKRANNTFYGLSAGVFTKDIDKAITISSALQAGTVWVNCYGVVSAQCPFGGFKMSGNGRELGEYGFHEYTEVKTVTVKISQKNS
Tau fibril ThT = inhibitors of human tau fibril formation, thioflavin T binding; P10636; 270,000 tested, 2.1% active; Potency, µM (top dose mostly 57.4 µM), without a hit: at the top dose activity, negative = inhibition, hits mostly inhibitors; recombinant tau K18 P301L, heparin-induced fibrillization, ThT fluorescence; further: on the % scale 0 is the no-effect control and ±100 the full control effect; nearly all actives have a fitted effect of over 55% in size
Target sequence (P10636 561-689 P618L limits assumed): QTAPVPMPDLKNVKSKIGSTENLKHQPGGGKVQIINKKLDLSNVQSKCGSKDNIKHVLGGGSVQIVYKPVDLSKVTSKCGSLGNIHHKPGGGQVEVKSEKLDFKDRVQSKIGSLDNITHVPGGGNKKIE
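ThT emission at 510 nm, taken 1 hr after adding 30 uM dye, quantifies aggregates formed when 20 uM heparin acts on human tau K18 P301L for 6 hr at 37 C.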
HTT ATP protect = Huntington cell model cytoprotection by ATP luminescence; PC12 HTT-Q103 induced, cytoprotection, ATP luminescence, 40 h; AID 1471; 230,000 tested, 0.14% active; Potency, µM (series often up to 56.4 µM), for inactives: cytoprotection (ATP increase), usual class: activators;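 further: % of control where 0% means no effect; nearly all actives have a fitted effect of over 45% in size; toxic huntingtin expression switched on by the ecdysone agonist tebufenozide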
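Compounds added alongside 100 nM tebufenozide, which induces toxic Q103 huntingtin exon 1-GFP in stable PC12 cells; surviving cells quantified by luminescent ATP measurement. Medium: phenol red-free DMEM, 5% equine and 5% calf serum.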
SMN2 splice enh = increases expression of the SMN2 splice variant; HEK293 SMN2-luciferase splicing reporter, luminescence, 30-36 h; Potency, µM (top dose mostly 46.1 µM), inactives show at the top dose activity change, positive = activation, usual class: activators; 210,000 tested, 2.8% active; AID 1458; further: % of control where 0% means no effect; nearly all actives have a fitted effect of over 55% in size
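qHTS luciferase splicing reporter: luminescence rises when SMN2 exon 7 is included in transfected HEK293 cells. Compound exposure lasted 30-36 h at 37C, with 4.5 mM final sodium butyrate as control, followed by a ONE-Glo read.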
Tau fibril FP = blocks human tau fibril formation measured by polarization. 280,000 tested, 0.39% active. P10636. Potency, µM (top dose mostly 57.7 µM), for inactives: top-dose activity, negative = inhibition, most hits filed as inhibitors. K18 P301L tau heparin fibrillization, Alexa594 FP, 6 h; further: on the % scale 0 is the no-effect control and ±100 the full control effect; nearly all actives have a fitted effect of over 55% in size
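Heparin (20 uM) drove fibril formation of recombinant tau K18 P301L, 15 uM unlabeled with 0.24 uM Alexa 594 label, for 6 hr at 37 C in 100 mM sodium acetate pH 7. Fluorescence polarization (555/632 nm) read 1 hr after 30 uM ThT.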
An asterisk follows results filed as active; u = inconclusive; x = not tested or not shown; [ ] = another dose, or the depositor's remark. Unless noted, the call rests on the fitted dose curve; in most records, active means well fitted curve in the direction sought with a large enough effect; inconclusive means small, poorly fitted or top-dose-only effect, or another doubt; inactive means no such curve, though single readings can be large; an effect the other way counts as inactive or inconclusive. Potency means the concentration at half of the fitted maximal effect. The list is partial; count on the stated rates, not on these rows.

SMILES	KDM4E inh	HttQ103 aggreg	Tau fluor counter	ALDH1A1 inh	Tau fibril ThT	HTT ATP protect	SMN2 splice enh	Tau fibril FP
Cc1csc(NC(=O)CS(=O)(=O)Cc2ccccc2)n1	-9%	4%[9.22 µM]	0%	-5%	-6%	-7%[10 µM]	9%	8%
CCn1nc(C)c(NC(=O)CC23CC4CC(CC(C4)C2)C3)c1C	6%	-2%	-5%	-2%	1%	12%[10 µM]	-68%[inhibitor]	5%
O=C(O)c1cc(NS(=O)(=O)c2ccc(N3CCCCC3)c([N+](=O)[O-])c2)cc(C(=O)O)c1	-2%	1%	-8%	3%	-2%	21%[10 µM]	4%[1.84 µM]	0%
NS(=O)(=O)c1ccc(CCNC(=O)C(=O)C2C(=O)Nc3ccccc32)cc1 (stereo unspecified)	-4%	-6%[9.22 µM]	3%	x	-5%	15%[10 µM]	x	5%
Cc1ccc(/C=N/NC(=O)c2ccc3c(c2)OCCO3)s1	-25%	-20%[9.22 µM]	-12%	-90%	u	-75%[inhibitor][10 µM]	x	3%
Cn1c(=O)c2c(nc(OCC3COC(C)(C)O3)n2Cc2ccccc2F)n(C)c1=O (stereo unspecified)	0%	21%	-15%	-10%	-5%	-15%	0%	-17%
CCN1CCC(=NNC(=O)c2ccc(C)c([N+](=O)[O-])c2)CC1	9%	5%	-10%	4.5µM*	u	-17%	-12%	0%
O=C(CSc1nnc(-c2ccc(Br)cc2)o1)N1CCN(C(=O)c2ccco2)CC1	-2%	u	-11%	u	u	-22%	-48%[inhibitor]	-5%
COc1cccc(OC)c1CN(C)C(=O)c1cnccc1C(F)(F)F	5%	1%[9.22 µM]	-4%	2%	-8%	1%[10 µM]	x	u
O=C(NNC(=O)c1sccc1-n1cccc1)Nc1ccccc1	-16%	17%	2%	-3%	-2%	0%[10 µM]	16%	-2%
CCCc1nnc(NC(=O)c2cc(=O)c3cc(Cl)ccc3o2)s1	x	x	2%	x	-15%	x	0%	0%
CCOC(=O)C(=CNNc1c(C)csc1C(=O)OC)C(=O)OCC	-10%	6%[9.22 µM]	-16%	x	-7%	-3%[10 µM]	x	-4%
O=C(NNC(=O)c1ccco1)c1ccccc1	0%	-4%	-11%	0%	0%	-14%[10 µM]	u	-5%
Cc1ccc(C2CC(=O)N(c3ccc(F)cc3)C3=C2C(=O)CCC3)cc1 (stereo unspecified)	-7%	6%	-2%	-12%	3%	-13%	-3%	-2%
COc1ccccc1NC(=O)c1cc(Br)ccc1Cl	0%	2%	-21%	-7%	u	9%	-29%	-13%
CC(=O)OC(COc1cccc(C)c1)Cn1cnc2ccccc21 (stereo unspecified)	u	10%[9.22 µM]	-11%	-1%	-12%	23%[10 µM]	x	3%
COc1cccc(CNC(=O)C2CCN(S(=O)(=O)N3CCC4(CC3)OCCO4)CC2)c1	-3%	-11%	-12%	-21%	-7%	x	-17%	-1%
Cc1ccccc1OCCCC(=O)Nc1nncs1	-7%	-21%[9.22 µM]	-3%	0%	3%	-18%[10 µM]	x	1%
CC(C)C[C@H](NC(=O)OC(C)(C)C)c1nnc(SCC(=O)Nc2ccc(Br)cc2)o1	0%	-6%	u	-11%	2%	-24%[0.074 µM]	-7%	u
O=C(Nc1ccc(S(=O)(=O)NCc2cccnc2)cc1)c1ccccc1Cl	4%	-17%	-1%	17%	-2%	13%[10 µM]	-72%[inhibitor]	8%
CCc1ccccc1NC(=O)CN(C)C(=O)COc1ccc(C)nc1[N+](=O)[O-]	-2%	-3%	3%	5%	-8%	x	0%	0%
COc1ccc(OC)c(NC(=O)C2CCCCC2)c1	5%	-22%	-7%	-8%	-1%	x	5%	-2%
CCN(CC)CCOc1nc(C)nc2c1oc1ccccc12	-6%	-7%	5%	5%	-4%	9%	-1%	9%
O=C(Cn1ncc(Cl)c(Cl)c1=O)NC1CCS(=O)(=O)C1 (stereo unspecified)	-9%	-14%[9.22 µM]	-13%	x	u	1%[10 µM]	x	u
Cn1nnnc1SCC(=O)NCc1cccs1	-6%	-5%	-6%	3%	-9%	29%[10 µM]	13%	3%
CN1CCC/C1=C/C=C1\SC(=S)NC1=O	1%	-13%	-21%	u	u	7%[10 µM]	u	-15%
O=C(CN1CCN(C/C=C/c2ccccc2)CC1)NC(=O)NC1CCCCC1	u	2%	-11%	-6%	-9%	-38%[inhibitor]	0%	-1%
O=C(COc1ccc(Cl)cc1Cl)N(c1ccccn1)C1CCCCC1	u	-7%	-15%	-1%	-16%	26%[10 µM]	-7%[1.84 µM]	12%
O=C(NNC(=O)c1ccccc1-n1cccc1)c1ccc(Cl)cc1Cl	7%	2%	4%	3%	7%	5%	14%	-1%
O=C(Nc1ccccc1Br)C(=O)N1CCCC1	6%	-8%	6%	2%	5%	21%[10 µM]	u	-6%
Cc1ccc(Cl)cc1N1CCN(C(=O)c2ccc3nc[nH]c3c2)CC1	-4%	-23%	-1%	2%	-7%	u	-40%[inhibitor]	2%
CC(NC(=O)c1ccccc1Cl)C1COc2ccccc2O1 (stereo unspecified)	u	2%	-5%	u	-7%	-8%[0.074 µM]	7%	-2%
CC(C)c1ccc(NC(=O)CCNS(=O)(=O)c2cccc3nonc23)cc1	-6%	-13%	-19%	25µM*	-2%	5%[10 µM]	10%	-12%
Cc1csc2nc(CNS(=O)(=O)c3ccc4c(c3)OCCO4)cn12	-2%	-11%	3%	2%	-1%	31%[10 µM]	-12%	0%
CN(C(=O)CSc1nc(N)nn1-c1ccccc1)c1ccccc1	-6%	9%	-4%	-3%	-5%	-3%	-2%	2%
COc1ccc(CN2CCNC(=O)C2CC(=O)NCCCn2cccn2)c(OC)c1 (stereo unspecified)	-11%	2%[9.22 µM]	-7%	2%	-10%	4%[10 µM]	x	-3%
NC1(C(=O)O)CCc2cc(P(=O)(O)O)ccc21 (stereo unspecified)	x	x	3%	-4%	3%	-29%	-9%	5%
CC(=O)Nc1cc(C(=O)N2CCCC2)ccc1Sc1ccc(Cl)cc1	2%	-26%	-12%	-13%	-4%	-15%	-19%	-5%
CN(CCC1CCOCC1)Cc1nc(Cc2ccccc2F)no1	-9%	-14%[9.22 µM]	2%	-8%	4%	-7%[10 µM]	-10%	-9%
CCOc1ccc(-c2nc(C#N)c(NCC(C)C)o2)cc1	u	-14%	u	u	u	6%	-17%	19%
Cc1ccc(S(=O)(=O)NCCC(c2ccc(F)cc2)c2ccco2)cc1 (stereo unspecified)	-8%	u	-20%	u	-9%	16%[10 µM]	0%[1.84 µM]	0%
Cc1cccc(C(=O)N2CCN(c3ccc(C(F)(F)F)cn3)CC2)c1C	u	16µM*	-11%	-17%	-8%	-3%	-60%[inhibitor]	13%
O=C1NC[C@H](c2ccccc2)N(CCc2cccc(F)c2)C1=O	-12%	-28%[9.22 µM]	-7%	x	-6%	-8%[10 µM]	x	-3%
Cc1cc(C)n2nc(SCc3ncc(-c4ccccc4)o3)nc2n1	3%	-30%	-9%	u	-9%	-36%	u	2%
CCC(Sc1nc2ccc(N)cc2s1)C(=O)Nc1nccs1 (stereo unspecified)	3%	3%	-6%	7.9µM*	3%	6%	-32%	0%
CCOc1ncccc1C(=O)OCC(=O)Nc1ccc(C(N)=O)cc1	4%	6%[9.22 µM]	-3%	x	-2%	-3%[10 µM]	x	-8%
O=C1CC(c2ccccc2)Sc2ccccc2N1Cc1ccccc1F (stereo unspecified)	x	x	-19%	x	-22%	x	-4%	2%
COc1ccc(NC(=O)CN(C)CC(=O)Nc2cccc(S(=O)(=O)N(C)c3ccccc3)c2)cc1	3%	4%	u	-6%	-12%	-42%[inhibitor]	-42%[inhibitor]	u
Cc1cc(NC(=O)c2c(F)cccc2Cl)no1	3%	-1%	-6%	8%	-3%	-5%	21%	4%
CCc1c(C)nc(N)n2c(SCC(=O)N3CCN(c4ccccc4F)CC3)nnc12	5%	11%	-7%	6%	-5%	-15%	2%	1%
Nn1c(SCc2cccc(Br)c2)nnc1-c1cccnc1	5%	-3%[9.22 µM]	-15%	x	-13%	1%[10 µM]	x	-4%
CCOC(=O)C1CCN(c2c(NCCN3CCCCC3C)c(=O)c2=O)CC1 (stereo unspecified)	-4%	13%	-4%	0%	-2%	8%[10 µM]	0%	4%
COCCn1c(=O)[nH]c2cc(C(=O)NCc3cccnc3)ccc2c1=O	u	-3%	0%	u	-9%	-5%[10 µM]	-15%	-12%

Reformatted with bars between the fields: nine of the compounds above.
smiles | KDM4E inh | HttQ103 aggreg | Tau fluor counter | ALDH1A1 inh | Tau fibril ThT | HTT ATP protect | SMN2 splice enh | Tau fibril FP
O=C1NC[C@H](c2ccccc2)N(CCc2cccc(F)c2)C1=O | -12% | -28%[9.22 µM] | -7% | x | -6% | -8%[10 µM] | x | -3%
Cc1cc(C)n2nc(SCc3ncc(-c4ccccc4)o3)nc2n1 | 3% | -30% | -9% | u | -9% | -36% | u | 2%
CCC(Sc1nc2ccc(N)cc2s1)C(=O)Nc1nccs1 (stereo unspecified) | 3% | 3% | -6% | 7.9µM* | 3% | 6% | -32% | 0%
CCOc1ncccc1C(=O)OCC(=O)Nc1ccc(C(N)=O)cc1 | 4% | 6%[9.22 µM] | -3% | x | -2% | -3%[10 µM] | x | -8%
O=C1CC(c2ccccc2)Sc2ccccc2N1Cc1ccccc1F (stereo unspecified) | x | x | -19% | x | -22% | x | -4% | 2%
COc1ccc(NC(=O)CN(C)CC(=O)Nc2cccc(S(=O)(=O)N(C)c3ccccc3)c2)cc1 | 3% | 4% | u | -6% | -12% | -42%[inhibitor] | -42%[inhibitor] | u
Cc1cc(NC(=O)c2c(F)cccc2Cl)no1 | 3% | -1% | -6% | 8% | -3% | -5% | 21% | 4%
CCc1c(C)nc(N)n2c(SCC(=O)N3CCN(c4ccccc4F)CC3)nnc12 | 5% | 11% | -7% | 6% | -5% | -15% | 2% | 1%
Nn1c(SCc2cccc(Br)c2)nnc1-c1cccnc1 | 5% | -3%[9.22 µM] | -15% | x | -13% | 1%[10 µM] | x | -4%

Screens: PubChem BioAssay, National Center for Advancing Translational Sciences (NCATS)
